Bioassay records as filed in PubChem BioAssay.
Ins promoter up – insulin promoter activators in MIN6 cells, imaging, high-content screening, mouse beta cells; hit rate 0.3% among 190,000; z-score at 5 µM; MIN6 insulin promoter-GFP reporter; stronger effect = higher value;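 active = z-score above 3 at 5 µM with at least 500 cells counted in the well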
Autophagy mod – autophagy modulators in MEF cells, primary screen, imaging, high-content, MEF GFP-LC3. AID 463193, 2010. hit rate 0.98% among 190,000. MEF GFP-LC3 puncta imaging; test concentration mostly 10 µM. calls only at 10 µM (by protocol);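 active = percentage of spot-positive cells more than 3 SD above its plate mean, without a fluorescence outlier flag or 80% toxicity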;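 also: spot-positive cell cutoff set from DMSO-treated cells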
Hep lipid drop – inhibitors of hepatocyte lipid droplet formation, primary screen, imaging, high-throughput imaging, BODIPY stain; hit rate 0.4% among 240,000; AID 1656, 2009; inhibition, % at 6.5 µM; AML12 mouse hepatocytes, oleate lipid droplets;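 active = lipid droplet intensity inhibited by at least 50%, with more than 500 cells counted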
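Assay system: AML12 hepatocytes (mouse); Probe or stimulus: oleic acid at 100 µM to induce lipid droplet formation; Dosing: compound at 6.5 µM only; Schedule: compound with oleate, overnight; Detection: fluorescence imaging, 20x objective, two fields per well; Measure: % inhibition of lipid droplet signal.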
ER stress rescue – rescue of cells from ER stress-induced death, primary screen, 384-well, CSM14.1, thapsigargin, ATP luminescence (AID 1222) | CSM14.1 thapsigargin-induced death rescue, ATP luminescence; higher % means a stronger effect | one-dose cellular ATP content (survival), % at 20 µM; EC50 in µM for titrated hits | 190,000 tested, under 10 active;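 active = EC50 below 50 µM in the dose-response confirmation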;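 also: death triggered by thapsigargin at about 15 µM added after 2 h compound pretreatment; cell ATP read after overnight thapsigargin exposure of roughly 18 to 22 hours; normalized against plate controls of thapsigargin alone and 5% DMSO vehicle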
PhoP inhibition – inhibitors of PhoP regulon expression, primary screen, Salmonella Typhimurium, GFP reporter (AID 1863) | S. Typhimurium PhoP-regulated promoter GFP reporter, 4 h; higher % means a stronger effect | one-dose inhibition, % at 50 µM; IC50 in µM for titrated hits | hit rate 0.16% among 300,000;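 active = inhibition over 29.93%, a cutoff 3 SD above the screen mean, later confirmed by dose response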;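 also: 0% = low Mg2+ inducing control and 100% = high Mg2+ repressing control; strong numbers were not always called active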
MT stabilize HCS – microtubule stabilizers in HeLa cells, primary screen, imaging, high-content imaging; hit rate 0.83% among 200,000; HeLa tubulin immunostaining HCS, 24 h; share of cells brighter than vehicle mean+2SD; % tubulin-high responders, % at 10 µM;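 active = plate Z-score above 3 for both tubulin-high and condensed-nucleus cell shares, with cell loss under 80%, at 10 µM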;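 also: anti alpha tubulin signal scored within the nucleus-defined area of each cell; some results filed as inactive read as strong as hits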
T cell modulator – modulators of CD8 T cell-vesicle binding, primary screen, mouse 2C CD8+ T cells, flow cytometry; hit rate 0.068% among 330,000; calls only at 7 µM; 2C CD8+ T cell-vesicle binding; stronger effect = lower value; AID 2052, 2009;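 active = response, share of CD8 T cells binding vesicles, and their 90th percentile fluorescence all below set limits, cut at about 80% in these data, passing the limit was not always enough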
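System: murine 2C transgenic CD8+ T lymphocytes; also added: QL9-loaded Drosophila micro-vesicles; times: binding 1.5 h at 37 °C; measured by: flow cytometry, PE anti-B7-1 (FL2) versus Alexa647 anti-CD8 (FL8), PFA-fixed; control set: Peptide-free naked vesicles (low) and QL9 vesicles with 0.7% DMSO vehicle (high)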
b-catenin transl – modulators of beta-catenin nuclear translocation, primary screen, imaging, HeLa cells, immunofluorescence, high-content | nuclear translocation activity, % at 5 µM | hit rate 0.3% among 190,000;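 active = nuclear translocation activity above 50% at 5 µM, with a well cell count of 50 or more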;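 also: per-cell ratio of nuclear to cytoplasmic median beta-catenin stain intensity; plate controls were DMSO negative control for no effect and GSK-3 inhibitor IX positive control for full effect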
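Assay system: human HeLa cells, native beta-catenin; doses: 5 µM primary, 0.02–20 µM confirmation; incubation: compound treatment 24 h, 37°C, 5% CO2; technique: fluorescence imaging of beta-catenin antibody stain plus DAPI; measure: % activation, nuclear-to-cytoplasmic median beta-catenin signal ratio per cell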
Dynein cargo inh – inhibitors of GR-EGFP nuclear translocation, primary screen, dynein cargo transport inhibitor project, imaging, high-content, 3617.4 mouse cells | test concentration mostly 20 µM; stimulated with dexamethasone, 1 µM; stronger effect = lower value | z-score, hits read low | hit rate 0.47% among 220,000 | AID 1381, 2008;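 active = plate z-score of nuclear minus cytoplasmic receptor signal below a set negative limit, without overly bright fluorescence or cell loss, cut at about -3.5 in these data, passing the limit was not always enough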;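 also: z-score of nuclear minus cytoplasmic ring GR-EGFP intensity difference per well; some compounds called inactive have numbers as strong as hits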
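Buffer or medium: tet-free, stripped-serum medium; reagent: dexamethasone at 1.0 µM final, 30 min; incubation: 48 h induction, 1 h compound, 30 min dex at 37 °C; measured by: formaldehyde fixation, Hoechst nuclear stain, 10x automated fluorescence imaging; read-out: nuclear-to-cytoplasmic GR-EGFP distribution per well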
Dynein cargo inh cytoplasmic EGFP – also measured in Dynein cargo inh; calls as there; z-score; measured here: cytoplasmic GR-EGFP intensity; stronger effect = higher value
Dynein cargo inh nuclear GR-EGFP – second read-out of Dynein cargo inh, no call of its own (marks repeat the call); z-score; measured here: nuclear GR-EGFP intensity;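 lower value marks the stronger effect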
Dynein cargo inh cell count – further read-out of Dynein cargo inh, marked with its call; z-score; measured here: cell count per field
Ins promoter up cell count – also measured in Ins promoter up; calls as there; cell count; measured here: cytotoxicity, nuclei count;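 total cells summed across four imaged fields per well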
Hep lipid drop cells 6.5 µM – further read-out of Hep lipid drop, marked with its call; cell count; measured here: cell count, cytotoxicity flag;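 cells counted across two imaged fields per well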
b-catenin transl cell count 5 µM – further read-out of b-catenin transl, marked with its call; cell count; measured here: cell count, cytotoxicity flag
T cell modulator vesicle-bound % – further read-out of T cell modulator, marked with its call; double positive events, %; measured here: CD8+ vesicle-bound cell fraction;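 binding gate set so that unloaded-vesicle control wells show 10% double positive cells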
MT stabilize HCS Hoechst-high % – recorded beside MT stabilize HCS, whose call it bears; % Hoechst-high responders; measured here: nuclear condensation Hoechst responders;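 share of cells brighter than vehicle mean plus two SD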
MT stabilize HCS cytotoxicity % – recorded beside MT stabilize HCS, whose call it bears; toxicity, %; measured here: cytotoxicity by cell density;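 0% = mean cell density of plate MIN control wells and 100% = no cells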
Autophagy mod cell loss 18 h – recorded beside Autophagy mod, whose call it bears; toxicity, %; measured here: cell loss, nuclei count;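 cell loss after 18 h compound exposure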
Starred values were filed as active, the others as inactive; i = inactive; x = not tested or not shown.

SMILES	Ins promoter up	Ins promoter up cell count	Autophagy mod	Autophagy mod cell loss 18 h	Hep lipid drop	Hep lipid drop cells 6.5 µM	ER stress rescue	PhoP inhibition	MT stabilize HCS	MT stabilize HCS Hoechst-high %	MT stabilize HCS cytotoxicity %	T cell modulator	T cell modulator vesicle-bound %	b-catenin transl	b-catenin transl cell count 5 µM	Dynein cargo inh	Dynein cargo inh cytoplasmic EGFP	Dynein cargo inh nuclear GR-EGFP	Dynein cargo inh cell count
COc1cccc(Cn2c(=O)c3[nH]cnc3n(-c3ccccc3C)c2=O)c1	-1.2	924	x	x	-19	686	x	0%	x	x	x	i	50	0.9	1288	0.73	-0.24	1.1	-0.27
CCOC(=O)N1CCN(C(=O)C2CC(c3ccc(F)cc3)=NO2)CC1 (stereo unspecified)	0.35	909	i	-3	x	x	0.1%	0%	4.1	2.9	5.6	x	x	x	x	-0.61	-0.22	-0.2	-0.17
CCOC(=O)N1CCC(NC(=O)c2cc(C(=O)NCC(OC)OC)ccc2CO)CC1	0.41	1002	i	3	4	708	-0.6%	17%	1.4	2.6	11	i	14	x	x	-0.25	-0.25	-0.25	0.84
O=C1NC(=S)N/C1=C/c1cccn1-c1ccc([N+](=O)[O-])cc1	-0.87	1327	i	-3	4	673	-3.3%	2%	3.0	1.8	1.9	i	44	3.9	829	0.94	0.053	1	-1.5
C/C(=N\NC(=O)c1ccccc1)c1ccc(N2CCOCC2)cc1	-0.53	1057	i	-10	-1	772	0.1%	-7%	2.5	1.6	9.0	i	31	-3.6	1125	-3.6*	2.4*	-1.4*	-3.9*
COc1ccc(N2CSC3=C(C#N)C(c4cccs4)CC(=O)N3C2)cc1 (stereo unspecified)	1	1451	i	9	x	x	-3.8%	-10%	4.5	4.4	5.9	i	39	-4.2	822	1.4	0.056	0.78	-2.3
O=C(Cc1ccc(Cl)cc1)N/N=C1\CCCc2ccccc21	0.14	1506	i	4	x	x	-1.2%	-3%	1.2	1.2	13	i	29	-0.1	1330	-0.15	-0.43	0.11	-0.27
CC1=C(C(=O)OCCOC(C)C)C(c2cccnc2)C2=C(CCCC2=O)N1 (stereo unspecified)	-1.1	1423	i	20	x	x	-1.1%	-5%	2.2	1.6	13	i	30	-4.1	916	-1	-0.19	-0.18	0.83
CC(=O)Nc1cccc(N2CCCC2=O)c1	-0.16	1372	i	-5	-3	752	-1.5%	-6%	3.3	1.1	3.5	i	9	x	x	0.0049	-0.27	0.083	0.56
COc1ccc(OC)c(NC(=O)C(=O)/C=C(\O)c2cc(OC)ccc2OC)c1	0.9	1549	i	-8	x	x	-0.8%	-9%	0.4	1.4	6.7	i	7	2.7	1422	0.25	-0.22	0.078	0.14
Cc1cccc(OCC(=O)N(Cc2ccc(N(C)C)cc2)C2CCS(=O)(=O)C2)c1 (stereo unspecified)	-0.43	1127	x	x	19	791	x	-13%	x	x	x	i	34	0.6	1268	-0.029	-0.27	-0.068	-0.37
Cc1ccc(O)c(-n2nc3ccccc3n2)c1	0.35	1384	i	-1	3	646	0.5%	0%	1.0	1.4	10	i	59	-0.8	1039	0.14	-0.27	-0.05	1.1
Cn1c(N)c(C(=O)COC(=O)C2(c3ccc(Cl)cc3)CCCC2)c(=O)n(C)c1=O	0.02	770	i	32	27	805	0.5%	3%	1.7	2.0	11	i	16	-3.1	1141	-0.61	-0.14	-0.16	0.5
COc1ccccc1NC(=S)N1CCN(c2ccccn2)CC1	0.71	1164	i	-1	-3	698	-1.2%	2%	1.8	2.2	6.1	i	50	x	x	-0.27	-0.31	-0.47	0.28
CCCCN(C)C(=O)c1ccc(CS(=O)(=O)c2ccccc2C)o1	-0.12	1155	x	x	-36	772	-0.5%	-2%	6.1	3.3	9.1	i	24	2.2	934	-0.25	-0.25	0.12	0.16
O=C(Cn1c(CC(=O)N2CCOCC2)nc2ccccc21)Nc1ccc2c(c1)OC(F)(F)O2	-0.4	1134	i	7	x	x	-2.2%	-11%	2.4	1.6	7.0	i	35	-0.9	809	0.76	-0.19	0.57	-0.15
O=S(=O)(Nc1nc2c(s1)CCCC2)c1ccc(F)cc1	-1.1	932	i	-8	2	815	0.4%	10%	1.9	1.5	5.8	i	34	-2.1	1198	-0.37	-0.17	0.098	-0.049
O=C(CCCn1c(=S)[nH]c2ccc(Br)cc2c1=O)NCC1CCCO1 (stereo unspecified)	x	x	i	-34	x	x	-1.8%	-1%	4.0	1.5	2.8	i	34	x	x	1.4	-0.13	0.52	-2.1
CCn1cc(-c2cc(C(=O)O)c3ccccc3n2)cn1	0.08	1250	i	4	21	801	-5.0%	-8%	1.4	1.8	5.5	i	51	-0.3	1132	-0.74	-0.29	-0.29	0.46
COc1cc(OC)cc(C(=O)Nc2ccc([N+](=O)[O-])cn2)c1	-0.24	1230	i	-1	-14	658	-3.5%	2%	4.1	4.1	8.2	i	28	0.3	907	0.62	-0.26	0.4	0.25
Cc1ccc(CNC(=O)CSc2ncccn2)cc1	0.59	1376	i	-5	0	689	-2.1%	0%	4.4	2.7	7.7	i	43	-0.3	1080	-0.3	-0.22	0.27	0.6
Cc1ccc(NC(=O)c2ccc(-n3cccn3)nc2)cc1	-0.83	1294	i	-7	x	x	0.1%	5%	2.4	3.0	0.7	i	66	-0.8	1131	-0.29	-0.13	-0.44	0.4
Cc1nnc(NC(=O)c2c(F)cccc2F)s1	-1.1	1874	i	10	20	669	-2.5%	5%	3.3	3.3	1.6	i	22	3.5	970	0.39	-0.036	0.43	0.0077
CC(C)CCN(C)c1ccc(/C=N/n2cnnc2)cc1	-0.89	1253	i	-7	-10	705	-1.8%	12%	1.0	0.8	2.6	i	26	-0.8	1086	-0.78	-0.39	-0.32	0.98
Cc1ccc(-n2c3nc(=O)[nH]c(=O)c-3cc3cc([N+](=O)[O-])ccc32)cc1C	-0.52	1297	i	12	0	677	-2.4%	-9%	4.2	3.1	19	i	45	2.7	1138	0.31	0.025	0.75	-0.51
CCN(CC)C(=O)C1CCCc2c1[nH]c1ccc(Cl)cc21 (stereo unspecified)	0.19	1360	x	x	-17	729	-1.4%	x	5.6	1.9	8.5	i	46	0.6	1224	-1.6	-0.24	-0.77	0.8
COc1cccc(NC(=S)NCc2ccco2)c1	0.01	1325	i	7	9	533	-1.4%	1%	2.5	3.1	7.9	i	40	0.2	1154	0.48	-0.22	0.29	-0.53
C/C(=N\Nc1ccc([N+](=O)[O-])cc1)c1ccc2c(c1)OCO2	0.57	1161	i	12	16	704	x	-2%	3.1	2.2	2.6	i	57	-0.4	1113	-0.91	0.34	-0.25	0.59
COc1cc(S(=O)(=O)N2CCC(c3nc4ccccc4s3)CC2)ccc1S(=O)(=O)NC1CCCC1	0.35	963	i	-8	-6	756	-1.3%	-4%	3.8	2.9	4.6	i	50	-1.3	1233	0.52	-0.19	0.73	-0.94
CN(C(=O)CSc1nc(N)c2c3c(sc2n1)CSC(C)(C)C3)c1ccccc1	-1.2	1341	i	9	30	704	1.9%	3%	1.4	3.3	12	i	47	-2.3	1173	-1.2	-0.36	-0.84	2.3
CCN(CC)S(=O)(=O)c1ccc(NN)nc1	1.5	1250	i	7	1	664	0.0%	6%	1.0	2.2	8.7	i	46	-3.1	1056	-0.6	-0.21	-0.68	0.17
Cc1cc(N(CN2CCCC2=O)C(=O)c2ccc(OC(C)C)cc2)no1	-0.28	1354	i	5	18	704	x	0%	4.8	1.4	8.5	i	32	-2.2	1124	-0.42	-0.32	-0.27	0.51

Among those listed so far, these have an aryl thioether with sulfur outside any ring:
SMILES	Ins promoter up	Ins promoter up cell count	Autophagy mod	Autophagy mod cell loss 18 h	Hep lipid drop	Hep lipid drop cells 6.5 µM	ER stress rescue	PhoP inhibition	MT stabilize HCS	MT stabilize HCS Hoechst-high %	MT stabilize HCS cytotoxicity %	T cell modulator	T cell modulator vesicle-bound %	b-catenin transl	b-catenin transl cell count 5 µM	Dynein cargo inh	Dynein cargo inh cytoplasmic EGFP	Dynein cargo inh nuclear GR-EGFP	Dynein cargo inh cell count
Cc1ccc(CNC(=O)CSc2ncccn2)cc1	0.59	1376	i	-5	0	689	-2.1%	0%	4.4	2.7	7.7	i	43	-0.3	1080	-0.3	-0.22	0.27	0.6
CN(C(=O)CSc1nc(N)c2c3c(sc2n1)CSC(C)(C)C3)c1ccccc1	-1.2	1341	i	9	30	704	1.9%	3%	1.4	3.3	12	i	47	-2.3	1173	-1.2	-0.36	-0.84	2.3
